Source: PubChem BioAssay
CHO-K1 Ca antag = nonselective inhibitor or artifact in parental CHO-K1 cells; ATP-induced calcium, Fluo-8 fluorescence; inhibition, % at 3 µM; actives 0.6% (n = 360,000); AID 602250;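 active = inhibition above a per-plate cutoff, the plate's mean sample inhibition plus 3 SD, cut at about 24% in these data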;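 also: 0% = DMSO plus EC80 ATP and 100% = DMSO alone without ATP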
TAAR1 ag = human TAAR1 agonists, primary screen, Fluo-8 calcium fluorescence, CHO RD-HGA16 cells; vehicle wells 0%, saturating PEA agonist 100%; activation, % at 3 µM; actives 0.99% (n = 360,000); AID 624467, 2012;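 active = activation above the mean activation of all test compounds in the run plus 3 SD, cut at about 38% in these data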
Target sequence (Q96RJ0 whole entry, looked up): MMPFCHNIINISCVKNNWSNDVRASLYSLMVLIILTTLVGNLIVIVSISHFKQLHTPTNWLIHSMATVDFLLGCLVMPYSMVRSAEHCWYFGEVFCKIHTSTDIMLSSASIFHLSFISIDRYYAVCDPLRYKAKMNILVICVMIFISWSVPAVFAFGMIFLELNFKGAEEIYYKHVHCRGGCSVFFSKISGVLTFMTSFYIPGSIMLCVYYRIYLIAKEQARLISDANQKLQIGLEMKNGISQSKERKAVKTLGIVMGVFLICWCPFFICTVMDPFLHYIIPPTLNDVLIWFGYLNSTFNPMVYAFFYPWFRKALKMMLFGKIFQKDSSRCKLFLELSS
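Test system: RD-HGA16 (CHO) cells co-expressing Gα16 and hTAAR1 / Benchmarks: DMSO vehicle as 0%, PEA at EC100 as 100% / Repeats: no replicates (n 1) / Measure: % activation from peak over basal fluorescence ratio, DMSO-to-PEA scaled / Timing: 17-24 h plating, Fluo-8 75 min 37 °C, 30 min RT / Technique: kinetic Fluo-8 calcium fluorescence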
M1 ag = human M1 muscarinic receptor agonists, primary screen, Fluo-8 calcium fluorescence, CHO-K1 cells, HTS; Muscarinic acetylcholine receptor M1 (Homo sapiens), P11229; CHO-K1 hM1, agonist mode; 0% DMSO, 100% acetylcholine EC100; activation, % at 3 µM; actives 0.33% (n = 360,000);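 active = activation above the run's mean compound activation plus 3 SD, cut at about 16% in these data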;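 also: peak over basal fluorescence ratio within a 140 s kinetic read after compound addition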
CHRM1 antagonist = human M1 muscarinic receptor antagonists, primary screen, CHO-K1 cells, Fluo-8 calcium fluorescence, 1536-well; Muscarinic acetylcholine receptor M1 (Homo sapiens), P11229; CHO-K1 hM1, ACh EC80 antagonist; inhibition, % at 3 µM; actives 1.3% (n = 360,000);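 active = percent inhibition above its own plate's cutoff, namely the mean of that plate's compound wells plus 3 SD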;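 also: peak over basal fluorescence ratio during 140 s after agonist addition; 0% = ACh EC80 plus DMSO and 100% = DMSO alone without agonist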
OXTR potentiator = human OXTR potentiators, primary screen, fluorescence, CHO-OTR cells, Fluo-8 calcium; Oxytocin receptor (Homo sapiens), P30559; Fluo-8 calcium fluorescence, potentiator mode; 0% = oxytocin EC15, 100% = EC100; activation, % at 3 µM; actives 0.061% (n = 320,000); AID 2445, 2010;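 active = activation above that plate's cutoff, the mean activation of tested compounds plus 3 SD, cut at about 6.6% in these data, passing the limit was not always enough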;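 also: 100% uses oxytocin at 75 nM as the full agonist control; some results filed as inactive read as strong as hits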
Target sequence (P30559 whole entry, looked up): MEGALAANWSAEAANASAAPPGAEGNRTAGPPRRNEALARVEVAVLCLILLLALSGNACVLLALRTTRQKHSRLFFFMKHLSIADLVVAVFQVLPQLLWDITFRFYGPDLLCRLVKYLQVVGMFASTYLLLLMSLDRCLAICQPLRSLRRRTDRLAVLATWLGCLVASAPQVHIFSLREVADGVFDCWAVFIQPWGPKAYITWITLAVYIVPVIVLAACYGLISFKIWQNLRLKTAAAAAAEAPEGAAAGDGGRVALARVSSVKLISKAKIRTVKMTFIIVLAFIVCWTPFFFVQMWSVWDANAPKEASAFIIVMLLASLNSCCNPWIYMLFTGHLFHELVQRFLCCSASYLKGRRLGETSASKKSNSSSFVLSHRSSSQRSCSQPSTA
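assay system = CHO-OTR cells, human receptor | schedule = compound 6 min at room temperature before oxytocin, 100 s read | detection = Fluo-8 intracellular calcium fluorescence, ex 470-495, em 515-575 nm | evaluation = normalized max/min fluorescence ratio, % activation | control set = EC15 oxytocin alone as 0%, 75 nM oxytocin (EC100) as 100%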
M1 PAM parental = nonselective calcium activators in parental CHO-K1 cells, primary screen, counter-screen for M1 PAM project, cell-based, Fluo-8 calcium fluorescence, full deck, 1536-well. activation, % at 3 µM. actives 0.02% (n = 360,000). ATP EC20; 0% at ATP EC20, 100% at ATP max;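 active = activation above the run cutoff, the mean activation of all test compounds plus 3 SD, cut at about 40% in these data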;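 also: peak over basal fluorescence ratio in a 140 s read after ATP addition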
TAAR1 antagonist = human TAAR1 antagonists, primary screen, Fluo-8 calcium fluorescence, CHO RD-HGA16 cells. actives 1.5% (n = 360,000). Trace amine-associated receptor 1 (Homo sapiens), Q96RJ0. antagonist. inhibition, % at 3 µM. AID 624466, 2012;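 active = inhibition above a per-plate cutoff, the mean inhibition of test compounds on that plate plus 3 SD, cut at about 49% in these data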;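 also: 0% = DMSO plus EC80 beta-PEA response and 100% = DMSO alone without agonist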
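Test system – hTAAR1-expressing CHO RD-HGA16 cells, Gα16-coupled · Also added – β-PEA at EC80 concentration, post-compound challenge · Compound – 3 µM, single point · Incubation – dye loading 75 min at 37 °C, then 30 min room temperature · Measured by – Fluo-8 intracellular calcium dye fluorescence, real-time kinetic reads · Benchmarks – vehicle and agonist controls · Replicates – singlicate, one well per test compound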
CHO-K1 Ca ag = counter-screen for M1 agonists: effect in parental CHO-K1 cells | Fluo-8 calcium fluorescence; scaled to maximal ATP response, vehicle zero | activation, % at 3 µM | actives 0.48% (n = 360,000) | AID 602248, 2012; in the data active = activation above about 15%;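 also: untransfected CHO-K1 host cells lacking M1 receptor as counterscreen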
CHO parental Ca = ATP-evoked calcium signal inhibitors, parental CHO, primary screen, counter-screen for OX1R antagonist project, cell-based, fluorescence, Fluo-8 calcium dye; actives 0.63% (n = 330,000); parental CHO-K1, ATP-induced calcium, Fluo-8 fluorescence; inhibition, % at 5.6 µM; AID 463079, 2010;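 active = inhibition above that plate's mean sample inhibition plus 3 SD, cut at about 26% in these data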;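 also: 0% = ATP-challenged DMSO wells and 100% = DMSO wells without ATP; some compounds past the cut are filed as inactive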
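material = parental CHO cells | also added = ATP as calcium-mobilizing challenge | dosing = single point at 5.6 µM | detection = intracellular calcium via Fluo-8 no-wash fluorescent dye | read-out = % inhibition | benchmarks = low control ATP plus DMSO, high control DMSO only | repeats = one well per compound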
The depositor's hits bear a star; nt = not tested or not shown.

SMILES	CHO-K1 Ca antag	TAAR1 ag	M1 ag	CHRM1 antagonist	OXTR potentiator	M1 PAM parental	TAAR1 antagonist	CHO-K1 Ca ag	CHO parental Ca
O=C(NC1CCCCC1)C(c1ccc2ncccc2c1)N(Cc1ccc2c(c1)OCO2)C(=O)c1ccc2c(c1)OCCO2 (stereo not given)	-10	-2	-9	-5	-19	27	-19	-0.1	-18
COc1ccc2nc3sc(C(=O)NCCCN4CCc5ccccc5C4)cc3cc2c1	-7	3	-8	7	-1	9	-7	0.3	-20
Cc1cc(C)nc(SCc2cn3ccccc3n2)n1	4	1	-4	-17	0	-14	-1	0.1	-13
O=C1C(=Cc2ccccc2Cl)CCc2ccccc21	8	1	-8	13	nt	-5	-12	-0.3	nt
O=C(CCCn1c(=S)[nH]c2cc3c(cc2c1=O)OCO3)NCCc1ccc(Cl)cc1	13	0	1	0	nt	12	-20	-0.8	nt
CCCCN1CC[C@H]2C=CC[C@@H](C(=O)Nc3ccc(Cl)c(C(F)(F)F)c3)[C@H]2C1=O	2	6	-8	-2	-1	-2	7	-0.3	-7
CC(C)c1nnc(NC(=O)C2CC(=O)N(CCc3ccc(F)cc3)C2)s1 (stereo not given)	-14	-2	-1	-20	-1	3	-10	0.4	-18
Cc1ccc(S(=O)(=O)N(C)C)cc1[N+](=O)[O-]	-15	2	-4	-13	0	22	-1	0.9	-11
O=C(Nc1cccc(C(F)(F)F)c1)c1cnc2n(c1=O)CCS2	-9	6	-1	-20	-6	13	-17	0.0	0
N#Cc1ccc(OCCN2CCc3ccccc3C2)cc1	-9	6	-8	4	6	13	-22	0.5	-14
O=C(CCSc1nnc(-c2ccncc2)o1)Nc1ccc(F)cc1	-8	2	1	9	-8	7	13	1.0	2
O=c1cc(CN2CCN(c3ccccc3)CC2)c2c(ccc3ccccc32)o1	-7	3	-3	-13	-13	20	9	0.8	-12
Cc1ccc(-n2nc3ccc(NC(=O)c4ccc5c(c4)OCO5)cc3n2)cc1	-27	2	1	-8	-4	2	-6	0.0	-4
COc1cccc(/C=N/NC(=O)c2[nH]nc3c2CCc2ccccc2-3)c1	-1	5	-3	-5	-10	11	33	2.1	-15
Cc1cc(OCc2cn(CC(=O)c3ccc(O)cc3)nn2)ccc1[N+](=O)[O-]	2	9	2	-4	nt	-1	13	1.5	nt
CC1(C)Cc2c(C#N)c(N3CCN(C(=O)c4ccco4)CC3)nc(Cc3ccccc3)c2CO1	-8	13	-5	0	-6	18	8	0.5	-23
Cn1c2c(c(=O)n(C)c1=O)C(c1ccc(Br)cc1)C(C#N)=C(N)N2 (stereo not given)	-7	2	-3	-1	-17	6	-23	-0.1	-7
Cc1ccc(-n2nnnc2-c2cnc3ccc(Cl)cc3c2-c2ccccc2)cc1	-6	0	-4	-12	-5	20	-11	0.8	-23
Cc1cc(C)c2c(c1)c1nnc(SCCN3CCOCC3)nc1n2C	-15	14	-8	-8	nt	-5	-17	0.0	nt
c1ccc2[nH]c(N3CCOCC3)nc2c1	16	6	-2	-12	-7	-6	10	0.1	1
Cc1ccc(-c2cc(C(=O)N/N=C/C=C/c3ccccc3)n[nH]2)o1	-12	12	-1	-3	-15	17	28	2.4	-21
COCC(=O)N(CCN(C)C)Cc1cc2cc3c(cc2nc1Cl)OCO3	-9	-1	-2	-1	-5	7	18	0.3	-4
O=C(O)C1CC(=O)N(c2ccc(OCc3c(F)cccc3Cl)cc2)C1 (stereo not given)	-5	0	0	-15	-5	19	-6	0.4	-9
Cc1ccccc1N1CCN(C2CCCN(C(=O)c3ccnn3C)C2)CC1 (stereo not given)	-10	1	0	-1	-10	14	-3	2.6	-4
Cc1ccc(S(=O)(=O)NC(=O)c2ccc(Br)o2)cc1	-10	18	-1	2	-6	7	-8	0.1	1
COCCCN1C(=O)c2ccc(C(=O)Nc3ccc(OC)cc3)cc2C1=O	-6	4	-1	-12	-16	10	9	0.7	-9
COc1cccc(NC(=O)c2cc(OC)c(OC)c(OC)c2Br)c1	8	13	-5	1	-4	3	30	5.0	-14
CC1=CC2(C)C(C3C(C)=CC2(C)C(=O)C3(C)O)C(C)(O)C1=O (stereo not given)	-11	0	-1	-6	nt	-4	-8	0.1	nt
O=C(CSc1nc2c([nH]c3ccccc32)c(=O)n1-c1ccc(F)cc1)NCc1ccco1	-7	1	-5	8	-7	19	37	2.7	9
COc1ccc(Cc2c(-c3ccc(F)cc3)nc3c(C)cc(Br)cn23)c(C)c1	-12	-2	-6	-15	nt	15	11	1.1	nt
Cc1cc(-c2ccc(N3C(=O)CCC3=O)c(C)c2)ccc1N1C(=O)CCC1=O	-10	8	-2	-10	-18	16	-5	0.5	8
CC1CCCCN1C(=O)CSc1nnc2ccccn12 (stereo not given)	2	0	-6	-5	-4	11	-13	0.2	-4
CCOc1ccc2nc(NC(=O)COC)sc2c1	-7	2	-1	-4	-4	15	-3	1.1	-3
Cc1ccccc1C(=O)NC1CCCCCCC1	14	-1	-7	-1	-5	-10	-1	-0.1	-18
CN(c1ncc(C(F)(F)F)cc1Cl)N1C(=O)c2cccc([N+](=O)[O-])c2C1=O	-4	-2	-3	8	-6	-11	-10	0.3	-3
CC(=O)N1CCCN(Cc2cn(-c3ccc(C)cc3)nc2-c2cccc(C)c2)CC1	-8	2	-4	-22	0	2	-3	0.7	-22
O=C(CSc1nc2[nH]ncc2c(=O)[nH]1)Nc1ccc(Cl)cc1	-7	1	-3	-19	-6	6	-28	1.4	-12
NS(=O)(=O)c1ccc(NC(=O)CSc2nc3ccccc3c(=O)n2Cc2ccncc2)cc1	-4	9	-5	-15	-6	19	-28	9.7	-2
Cc1ccc(Cl)cc1NC(=O)N(C)CCO	-12	1	-3	-12	-10	12	-3	0.3	3
COCCn1c(SCC(=O)Nc2ccccc2OC)nnc1-c1ccco1	-10	1	-4	-7	3	0	-9	1.8	-11
O=[N+]([O-])c1ccc(CSc2nc3ccccc3o2)cc1	11	5	-3	-13	-15	-8	9	-0.5	-9
COc1ccccc1C(=O)NC(=O)COC(=O)c1ccc(Cl)cc1[N+](=O)[O-]	-10	5	-1	-13	1	-1	-1	0.0	-3
COc1cc2cc(C(=O)N/N=C/c3cccc(OC)c3OC)[nH]c2cc1OC	5	12	-1	4	nt	-5	43	3.3	nt
O=C1CCCC(=O)C1Sc1ccc(Cl)cc1	-4	4	-7	-4	-7	22	-18	0.2	11
O=C(CC[C@H]1O[C@@H](n2ccc(=O)[nH]c2=O)[C@H](O)[C@@H]1O)NCc1ccc2c(c1)OCO2	8	1	2	-7	nt	-12	-29	-0.3	nt
COc1ccccc1NS(=O)(=O)c1cc(NC(=O)/C=C/c2cccs2)ccc1N1CCOCC1	11	1	-7	1	-3	7	9	0.5	-1
Cc1sc2ncnc(NCC(c3ccco3)N3CCCC3)c2c1C (stereo not given)	-2	2	-6	91*	-25	13	-16	0.1	-24
Cc1cccc(C)c1NC(=O)c1c(-c2ccccc2)noc1C	0	2	-4	-18	-4	10	-4	-0.3	-22
C/C(=N\NC(=S)NC1CCCCC1)c1ccc(C)o1	-18	8	-2	-3	-15	26	26	1.6	-16
COCCN(CCOC)S(=O)(=O)c1ccc(C(=O)Nc2ccc([N+](=O)[O-])cc2OC)cc1	2	0	-4	-5	-4	-14	-14	0.8	-9
CCOC(=O)/C(=C\c1ccc(C)cc1)NC(=O)c1ccccc1	-2	6	-6	5	-6	0	5	0.1	-9
COC(=O)[C@@H]1[C@@H](C)OC(=O)N[C@H]1c1ccccc1	1	1	-5	11	-2	-15	-2	0.4	-6
O=C(O)C1CSC(c2ccncc2)N1 (stereo not given)	-1	nt	-4	-1	0	-2	nt	0.0	-8
O=C(CSc1ccc(S(=O)(=O)N2CCOCC2)cn1)Nc1ccc(OC(F)F)cc1	-13	2	-2	10	-11	-5	13	5.2	-8
CCCS(=O)(=O)NC(=O)C1(C)CCCN(C(=O)c2ccc(C#N)cc2)C1 (stereo not given)	-3	5	0	-5	nt	7	-19	0.2	nt
O=[N+]([O-])c1ccc(CCn2ccnc2)cc1	7	-1	-6	-15	-1	18	3	-0.2	-2
CC(C)NC(=O)Nc1ccc2c(c1)C(=O)N([C@H](C)CO)C[C@H](C)[C@@H](CN(C)C(=O)NC1CCCCC1)O2	0	13	-2	5	-5	-14	4	-0.3	-3
O=C(CCCCCN1C(=O)CCC1=O)Nc1ccc(Cl)c(C(F)(F)F)c1	-32	6	0	11	-11	11	15	17*	-1
COc1ccc2[nH]c3nc(SCC(=O)Nc4ccc5c(c4)OCO5)nnc3c2c1	-1	12	-7	3	-7	8	-18	-0.1	-2
CC(C)c1ccc(OCCCCCN2CCOCC2)cc1	12	12	-5	0	-3	-15	-13	7.9	-21

Reformatted with two lines to a compound: entries from further up.
Under each structure: CHO-K1 Ca antag | TAAR1 ag | M1 ag | CHRM1 antagonist | OXTR potentiator | M1 PAM parental | TAAR1 antagonist | CHO-K1 Ca ag | CHO parental Ca
- Cc1cccc(C)c1NC(=O)c1c(-c2ccccc2)noc1C
    0 | 2 | -4 | -18 | -4 | 10 | -4 | -0.3 | -22
- COC(=O)[C@@H]1[C@@H](C)OC(=O)N[C@H]1c1ccccc1
    1 | 1 | -5 | 11 | -2 | -15 | -2 | 0.4 | -6

Additional results
SMILES	CHO-K1 Ca antag	TAAR1 ag	M1 ag	CHRM1 antagonist	OXTR potentiator	M1 PAM parental	TAAR1 antagonist	CHO-K1 Ca ag	CHO parental Ca
CCOc1ccc(C(=O)NC(C(=O)NCc2cccnc2)C(C)C)cc1 (stereo not given)	-13	0	-11	2	-14	3	-4	0.2	-29
C=CCN(c1ccccc1C(=O)NCC(=O)O)S(=O)(=O)c1ccc(C)cc1	14	5	-3	-1	2	-25	-3	-0.3	-17
C=CCn1c(=S)[nH]c2nc3c(cc2c1=O)COC(C)(C)C3	-8	21	-6	-5	4	20	-5	1.4	-3
CCc1c(C)sc(NC(=S)Nc2cccnc2)c1C(=O)OC	3	1	-14	-3	1	-9	-42	-0.6	-7
CCOC(=O)C(CC)Sc1ccc2nnc(CCNS(=O)(=O)c3ccccc3)n2n1 (stereo not given)	-13	11	-2	-14	-7	14	2	0.4	-20
